# Mito fusion act: qHTS Assay for Small Molecule Inhibitors of Mitochondrial Division or Activators of Mitochondrial Fusion | AID 485298, 2010 | Potency, µM (top dose mostly 46.1 µM), without a hit: top-dose growth rescue (activation), usual class: activators | 320,000 compounds, 0.23% hits | S. cerevisiae fusion-defective mutant growth rescue, CellTiterGlo 48 h;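 note: potency is the fitted concentration of half-maximal effect; % of control where 0% means no effect; nearly all actives have a fitted effect of over 45% in size; temperature-sensitive fusion mutants such as fzo1-1 at 37 °C on non-fermentable ethanol glycerol medium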
#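 Growth-rescue viability read-out: after 48 h at the non-permissive 37C in glycerol/ethanol YPEG, yeast mitochondrial fusion mutants are measured by CellTiterGlo luminescence; compounds (23 nl pinned per well) restoring growth score as division inhibitors or fusion activators.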
# ELG1 DNA repair: qHTS screen for small molecules that inhibit ELG1-dependent DNA repair in human embryonic kidney (HEK293T) cells expressing luciferase-tagged ELG1 | AID 504467, 2011 | 330,000 compounds, 2.3% hits | Potency, µM (doses to about 46.1 µM), for inactives: top-dose activity change, negative = inhibition, most hits filed as inhibitors | HEK293T ELG1-luciferase reporter, luminescence, 16 h; DNA damage induced by 5-fluorouridine; note: potency is the fitted concentration of half-maximal effect; % is set by controls: 0 for no effect and ±100 for the full control effect; nearly all actives have a fitted effect of over 55% in size
#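 In this reporter screen, reduction of luminescence relative to DMSO vehicle indicated activity. Compounds and 5-fluorouridine were added together to 2,000 cells per well, incubated for 16 hr at 37 °C, then developed with ONE-Glo.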
# USP2a inh: qHTS Assay for Inhibitors of Ubiquitin-specific Protease USP2a Using CHOP2 as the Reporter. AID 463254, 2010. Potency, µM (doses to about 38.3 µM), for inactives: top-dose activity change, negative = inhibition, actives largely listed as inhibitors. USP2 core, Ub-CHOP2 coupled fluorogenic reporter, 485/531. 330,000 compounds, 0.01% hits. Ubiquitin carboxyl-terminal hydrolase 2 (Homo sapiens), O75604;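 note: potency is the fitted concentration of half-maximal effect; plate controls were DMSO wells for no effect and full inhibition by NEM control for full effect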
#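 Cell-free coupled assay: 10nM USP2 core preincubated 30min RT with compound in Tris-HCl pH 8.0/CaCl2/CHAPS buffer, then 25nM Ub-CHOP2 and 25nM reporter substrate; fluorescence (Ex 485/Em 531) read after 60min RT, normalized to NEM inhibition, concentration-response curves fitted.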
# Eya2 phos inh: qHTS Assay for Inhibitors of the Phosphatase Activity of Eya2 | recombinant Eya2, OMFP fluorescence dephosphorylation (OMFP is methylfluorescein phosphate) | 330,000 compounds, 0.006% hits | Potency, µM (series often up to 76.9 µM), for inactives: at the top dose activity, negative = inhibition, usual class: inhibitors | Protein phosphatase EYA2 (Homo sapiens), O00167; note: potency is the fitted concentration of half-maximal effect; % is set by controls: 0 for no effect and ±100 for the full control effect
# Target sequence (O00167 whole entry, looked up): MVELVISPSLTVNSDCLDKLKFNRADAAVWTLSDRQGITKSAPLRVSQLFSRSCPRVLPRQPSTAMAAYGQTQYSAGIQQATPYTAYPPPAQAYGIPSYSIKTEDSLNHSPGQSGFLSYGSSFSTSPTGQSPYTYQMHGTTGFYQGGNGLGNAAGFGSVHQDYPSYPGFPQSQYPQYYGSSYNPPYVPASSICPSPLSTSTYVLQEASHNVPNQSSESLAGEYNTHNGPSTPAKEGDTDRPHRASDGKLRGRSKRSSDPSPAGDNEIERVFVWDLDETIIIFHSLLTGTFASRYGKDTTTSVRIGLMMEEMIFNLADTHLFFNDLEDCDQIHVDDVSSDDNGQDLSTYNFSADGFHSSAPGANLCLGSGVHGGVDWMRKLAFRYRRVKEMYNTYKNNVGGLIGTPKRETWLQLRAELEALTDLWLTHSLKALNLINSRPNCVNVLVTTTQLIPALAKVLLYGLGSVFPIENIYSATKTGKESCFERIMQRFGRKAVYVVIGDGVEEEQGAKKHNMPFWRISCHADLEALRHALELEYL
#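 Eya2 protein (added as 0.2 uM solution) was preincubated with compound for 10 min at ambient temperature in 50 mM HEPES pH 7.5, 50 mM NaCl, 5 uM MgCl2, 0.05% BSA, 1 mM DTT. OMFP (added at 50 uM) then reacted 10 min; fluorescence read at 485/525 nm.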
# Tb PFK block: qHTS Assay to Find Inhibitors of T. brucei phosphofructokinase; 330,000 compounds, 0.17% hits; AID 485367, 2010; Potency, µM (titrated, usually from 57.5 µM), inactives show top-dose activity, negative = inhibition, hits mostly inhibitors; T. brucei PFK, ADP-Glo luminescence;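 note: potency is the fitted concentration of half-maximal effect; 0% = uninhibited 1x PFK enzyme wells and -100% = no-enzyme wells; nearly all actives have a fitted effect of over 60% in size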
#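 ADP-Glo luminescence quantified ADP after 45 min at room temperature, with 1.25 nM T. brucei PFK, 0.1 mM ATP and 0.5 mM fructose-6-phosphate in pH 8.0 TEA buffer. qHTS titrations up to 57 µM; curves classified by quality.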
# Chronic BCR inh: qHTS Assay to Find Inhibitors of Chronic Active B-Cell Receptor Signaling; ABC-DLBCL IkBa-CBG/CBR reporter, luminescence ratio, 4 h; 340,000 compounds, 0.05% hits; Potency, µM (highest dose often 46.1 µM), inactives show at the top dose ratio change, negative = lower green/red ratio, hits mostly inhibitors; active = well fitted inhibition curve with a large enough effect in the signal ratio, with a control signal flat, not every such curve was filed as active; inconclusive = small, poorly fitted or top-dose-only effect, or effect the other way, or a change in a side signal; the % refers to the signal ratio;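 note: potency is the fitted concentration of half-maximal effect; plate controls were basal doxycycline-induced cells for no effect and cells given 10 µM MG132 for full effect; MG132 reads +100%, hits lower the ratio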
#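 Doxycycline induced both beetle luciferases in TMD8 lymphoma cells; IKK-driven degradation limits the IkappaBalpha-fused green signal, while red luminescence normalises for cell number and nonspecific effects. Compounds tested up to 46 uM, 4 hrs.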
# uPA surface inh: qHTS for Inhibitors of Cell Surface uPA Generation. Potency, µM (highest dose often 38.3 µM), for inactives: at the highest dose activity change, negative = inhibition, actives largely listed as inhibitors. cell surface uPA generation assay, qHTS. AID 540303, 2011. 330,000 compounds, 0.31% hits; active = well fitted inhibition curve with a large enough effect; inconclusive = small, poorly fitted or top-dose-only effect; inactive = no such curve, though single readings can be large or run the other way; tested in mouse RAW 264.7 cells; note: potency is the fitted concentration of half-maximal effect; % is set by controls: 0 for no effect and ±100 for the full control effect; nearly all actives have a fitted effect of over 55% in size
# PTAP TSG101 blk: qHTS Assay for Iinhibitors of HIV-1 Budding by Blocking the Interaction of PTAP/TSG101; Tumor susceptibility gene 101 protein (Homo sapiens), Q99816; Fluorescence polarization, FITC-PTAP peptide / Tsg101 binding; Potency, µM (series often up to 115 µM), for the others: top-dose activity change, negative = inhibition, most hits filed as inhibitors; 340,000 tested, under 10 active; AID 493005, 2010; active = well fitted inhibition curve with a large enough effect in the main read-out, with a control signal flat, not every such curve was filed as active; inconclusive = small, poorly fitted or top-dose-only effect, or effect the other way, or a change in a side signal; inactive = no such curve, though single readings can be large or run the other way; note: potency is the fitted concentration of half-maximal effect; % of control where 0% means no effect
# Target sequence (Q99816 whole entry, looked up): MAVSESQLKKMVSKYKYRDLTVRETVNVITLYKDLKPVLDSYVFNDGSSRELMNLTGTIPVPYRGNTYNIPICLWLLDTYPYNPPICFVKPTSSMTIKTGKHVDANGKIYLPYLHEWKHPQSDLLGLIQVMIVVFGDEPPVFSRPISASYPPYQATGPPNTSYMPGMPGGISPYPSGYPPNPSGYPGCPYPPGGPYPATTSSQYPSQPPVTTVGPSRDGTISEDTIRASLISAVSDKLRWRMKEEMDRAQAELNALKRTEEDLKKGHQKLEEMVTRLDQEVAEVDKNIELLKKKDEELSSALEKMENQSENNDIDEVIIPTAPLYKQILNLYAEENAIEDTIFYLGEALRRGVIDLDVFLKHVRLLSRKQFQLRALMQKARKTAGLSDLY
#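 Steps: Tsg101 binding domain dispensed (10 uM final), compounds pinned in DMSO, FITC-labeled PTAP-motif peptide added (50 nM final); after 20 min binding at room temperature, polarization measured.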
# TSHR antagonist: Antagonists of the Thyroid Stimulating Hormone Receptor: HTS campaign; TSHR-expressing cells, TSH-stimulated cAMP HTRF, 2 h; hits give low values; activity change, negative = inhibition, % at 11.5 µM; 330,000 compounds, 0.2% hits; Thyrotropin receptor (Homo sapiens), P16473;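 active = activity change below a set negative limit, meaning inhibition stronger than a set level, cut at about -70% in these data; inconclusive = activity change between two set negative limits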; note: % is set by controls: 0 for no effect and ±100 for the full control effect
#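 Competitive HTRF cAMP read-out (cryptate anti-cAMP antibody, cAMP-d2; 30 min, room temperature) in freshly harvested TSHR cells. Compounds added before TSH at EC80 (4nM final), followed by 2 hours' incubation at 37 deg C.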
# TCR act: Activators of T cell receptors: qHTS campaign | AID 504894, 2011 | Potency, µM (doses to about 9.22 µM), inactives show at the highest dose activation of IL-2 secretion, most hits filed as activators | 330,000 tested, under 10 active | primary human leukocytes, anti-CD3, IL-2 HTRF, 48 h; note: % of control where 0% means no effect
#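 Primary human leukocytes receive a-CD3 beads and test compound and are incubated 48 hr. Secreted IL-2 is then assayed by HTRF, measuring 665nm acceptor emission after 320nm excitation of the europium donor.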
# B2AR arrestin: qHTS assay of beta-arrestin-biased ligands of beta2-adrenergic receptor; Beta-2 adrenergic receptor (Homo sapiens), P07550; beta-arrestin recruitment to beta2AR, cell-based reporter; Potency, µM (doses to about 46.1 µM), without a hit: at the top dose activation, hits mostly activators; 330,000 compounds, 0.02% hits; AID 492947, 2010;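 note: potency is the fitted concentration of half-maximal effect; 0% = DMSO controls and full agonism = EC100 isoproterenol or metaproterenol; nearly all actives have a fitted effect of over 65% in size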
# * hit, by the source's call; u = inconclusive; x = no result given; & = joins results of further samples; [ ] = another dose, or the depositor's remark. Unless noted, calls come from the whole dose curve; as a rule, active = well fitted curve in the direction sought with a large enough effect; inconclusive = small, poorly fitted or top-dose-only effect, or another doubt; inactive = no such curve, though single readings can be large; an effect the other way counts as inactive or inconclusive.
SMILES,Mito fusion act,ELG1 DNA repair,USP2a inh,Eya2 phos inh,Tb PFK block,Chronic BCR inh,uPA surface inh,PTAP TSG101 blk,TSHR antagonist,TCR act,B2AR arrestin
CCCCOc1ccc(/C(O)=C2/C(=O)C(=O)N(CCCOC)C2c2ccncc2)cc1 (configuration not stated),-3%,1%,-2%,7%,0%,-7%,-6%,-5%,0,-3%,0.1%
Cc1ccc(/C=C2/SC(=Nc3ccc(F)cc3)NC2=O)s1,7%,9%,2%,6%,-3%,-9%,4%,-2%,0,-4%,-0.6%
O=S(=O)(Cc1ccccc1)NCc1ccccn1,-4%,10%,0%,-9%,-15%,7%,x,-6%,-2,-4%,0.1%
COc1ccc(CN2CCNC(=O)C2CC(=O)N(C)CC2CCOCC2)cc1OC (configuration not stated),-4%,13%,6%,-2%,2%,-2%,4%,-4%,-1,-11%,0.3%
Nc1[nH]ncc1S(=O)(=O)c1ccccc1,-2%,-4%,1%,-7%,0%,2%,3%,-6%,-5,-1%,-1.2%
CCN(Cc1cc2cc(C)ccc2[nH]c1=O)S(=O)(=O)c1ccccc1,7%,-26%,0%,15%[15.4 µM],-3%,-8%,x,-3%,-10,-3%,-0.3%
O=C1CCN(Cc2ccccc2)C=C1c1ccc2ccccc2c1,x,u,-1%,13%,-2%,3%,-17%,0%,-12,-1%,0.0%
COc1ccc(C2=NN(C(=O)CN3CCCC3)C(c3ccc(OC)cc3)C2)cc1 (configuration not stated),-2%,u,6%,-2%,2%,-3%,-1%,-2%,-3,-1%,4.6%
COc1ccc(CNC(=O)C2COc3ccccc3O2)c(OC)c1 (configuration not stated),-4%,u,3%,5%,1%,-1%,4%,-8%,39,7%,-0.3%
O=C(CSc1nc2ccccc2c(=O)n1Cc1ccc(Cl)cc1)NCc1cccs1,-7%,13%,-1%,0%,2%,10%,13%,-2%,6,-3%[46.1 µM],-0.4%
Cc1ccc(NC(=O)c2ccccn2)c(Br)c1,0%,u,-2%,-12%,1%,u,u,-4%,-5,-2%,0.0%
Cc1ccc(-n2cc3c(=O)n(C)c(=O)n(C)c3c2)cc1C,4%,12%,-3%,-1%,1%,1%,-7%,-5%,-1,3%,-1.0%
COCC(=O)Nc1ccccc1-c1ccccc1,1%,12%,1%,-3%,1%,u,-2%,-4%,2,-2%,-0.3%
CCOC(=O)C1=C(C)N(CCCCCC(=O)O)C(=O)NC1c1ccc(Br)cc1 (configuration not stated),2%,-19%,3%,4%,-2%,3%,-3%,-7%,-7,-7%,-0.4%
COc1cc(/C=N/NC(=O)c2ccc(O)cc2)ccc1OCC(=O)Nc1cccc([N+](=O)[O-])c1,0%,29%,0%,12%,1%,u,-11%,-4%,-4,-3%,0.2%
Cc1ccc(C)c(NC(=O)CCC(=O)NNC(=O)c2cccc([N+](=O)[O-])c2)c1,-8%,1%,0%,-18%,-2%,6%,-5%,-1%,4,x,-0.8%
COC(=O)C(NC(C)=O)(Nc1cc(C)ccn1)C(F)(F)F (configuration not stated),-4%,3%,11%,5%,0%,-8%,2%,-3%,-4,0%,-0.9%
O=S1(=O)CCC(NC(=S)NC2CCS(=O)(=O)C2)C1 (configuration not stated),-1%,8%,2%,-6%,0%,-7%,-3%,-2%,28,1%[46.1 µM],-0.8%
Cc1noc(C)c1COC(=O)CNC(=O)c1ccc(Cl)cc1,6%,-4%,2%,6%,1%,0%,5%,-3%,-2,-4%,-0.1%
CC1=C(C)NC(=S)SC1,-5%,7%,1%,-12%[15.4 µM],-4%,-1%,-1%,-5%,-1,1%,-0.5%
CCOc1cc(S(=O)(=O)N2CCCCC2)ccc1F,-4%,10%,1%,-6%,-3%,8%,x,-8%,14,13%,0.0%
COC(=O)c1ccc(NC(=O)c2cnc3scc(C)n3c2=O)cc1,2%,5%,0%,-5%,0%,u,x,x,4,x,0.0%
CC1CCC(n2c(=S)[nH]c3ccccc3c2=O)CC1 (configuration not stated),u,u,-2%,-1%,2%,u,3%,-10%,-8,4%,4.9%
CCCC(=O)NC(Nc1cccc(C(F)(F)F)c1)C(Cl)(Cl)Cl (configuration not stated),-8%,2%,-1%,1%,-3%,-2%,-3%,-2%,10,3%,-0.4%
Cc1[nH]c(C)c(S(=O)(=O)N2CCCCC2C)c1C(=O)N1CCCC1 (configuration not stated),0%,18%,4%,4%,-15%,u,-13%,-2%,30,0%,-0.2%
COc1ccc(N(C)S(=O)(=O)c2cccc(C(=O)OCC(=O)N(C)c3ccccc3)c2)cc1,x,16µM*,-8%,-1%,0%,-15%,u,0%,-37,0%[46.1 µM],-0.4%
N/C(=N\N=C/c1ccc(F)cc1)N/N=C\c1ccc(F)cc1,-28%,-2%,0%,u,1%,0%,-24%,-3%,-2,-5%,4.4%
Fc1ccc(CN2CCN(C(c3ccccc3)c3ccccc3)CC2)cc1,-4%,-6%,-2%,11%,-2%,8%,-15%,-4%,2,9%,-1.1%
Cc1ccc(S(=O)(=O)N2CCOCC2)cc1C(=O)N1CCN(S(=O)(=O)c2cccs2)CC1,0%,-10%,-1%,12%,-1%,u,-2%,-3%,8,-2%,-0.4%
COc1ccc(/C=N/Nc2nc(C)cc(=O)[nH]2)cc1OC,-1%,-2%,8%,-6%,1%,6%,0%,0%,-9,x,-0.7%
O=C(OCC(=O)N1CCCCC1)c1ccc2c(c1)C(=O)N(Cc1ccco1)C2=O,0%,13%,1%,-14%,0%,4%,5%,0%,1,-6%,-0.2%
COCCN(C(=S)Nc1cccc(C)c1C)C(C)c1ccco1 (configuration not stated),1%,17%,3%,-5%,-7%,6%,-4%,-1%,4,3%,-0.6%
O=C(c1ccccc1)N1CCN(C(=S)NCc2ccco2)CC1,-15%,u,0%,12%,4%,4%,2%,1%,5,3%,-0.9%
Cc1[nH]c(=S)[nH]c(=O)c1CCCO,2%,-17%,4%,-5%,1%,14%,2%,-5%,-5,8%,0.4%
O=C(CN1C(=O)NC2(CCc3ccccc32)C1=O)NCC(=O)Nc1ccc(F)cc1 (configuration not stated),0%,-3%,-1%,-5%,-9%,u,-20%,-2%,2,-68%,0.0%
COc1ccccc1C(=O)Nn1cnc2ccccc2c1=O,4%,u,1%,2%,1%,-13%,-10%,-5%,11,-4%,-1.0%
COc1nc(-c2ccccc2)ccc1-c1noc(-c2ccccc2)n1,6%,u,-6%,-16%,0%,9%,2%,7%,-11,0%,0.5%
Cc1cc(C(F)F)n2nc(C(=O)NCc3ccccc3F)nc2n1,4%,1%,-2%,-5%,1%,-4%,9%,-7%,-5,8%,-0.3%
Cc1ccc(C)c(Cn2nnc3c(=O)[nH]c(C4CCCN(C(=O)C5CCC5)C4)nc32)c1 (configuration not stated),-4%,u,4%,13%,0%,3%,x,-8%,-14,-2%,0.2%
COc1ccc(S(=O)(=O)NC2CCCCCC2)c(OC)c1,2%,-8%,0%,-1%,4%,-1%,3%,-1%,1,9%,0.0%
CC(=O)Nc1ccc(S(=O)(=O)NCC2CCC(C(=O)NCCCOC(C)C)CC2)cc1 (configuration not stated),7%,0%,-1%,u,-1%,0%&-8%,-6%,0%,-5,4%,-0.1%
O=C(O)CN1C(=O)C(=O)N(Cc2ccc(Cl)c(Cl)c2)C1=O,-14%,6%,2%,-5%,u,7%,9%,-4%,7,9%,4.5%

# Screening results as filed in PubChem.
